High-throughput results from PubChem.
Artemis inh = Artemis endonuclease inhibitors, primary screen, biochemical, fluorescence intensity, FAM/BHQ-1 hairpin substrate | inhibition, % at 10 µM | 30,000 tested, 0.78% active | recombinant Artemis, quenched FAM hairpin cleavage fluorescence;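 active = at 10 µM dose, at least 30% inhibition, measured as corrected fluorescence normalized to stimulator and neutral control wells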
Target sequence (Q96SD1 whole entry, looked up): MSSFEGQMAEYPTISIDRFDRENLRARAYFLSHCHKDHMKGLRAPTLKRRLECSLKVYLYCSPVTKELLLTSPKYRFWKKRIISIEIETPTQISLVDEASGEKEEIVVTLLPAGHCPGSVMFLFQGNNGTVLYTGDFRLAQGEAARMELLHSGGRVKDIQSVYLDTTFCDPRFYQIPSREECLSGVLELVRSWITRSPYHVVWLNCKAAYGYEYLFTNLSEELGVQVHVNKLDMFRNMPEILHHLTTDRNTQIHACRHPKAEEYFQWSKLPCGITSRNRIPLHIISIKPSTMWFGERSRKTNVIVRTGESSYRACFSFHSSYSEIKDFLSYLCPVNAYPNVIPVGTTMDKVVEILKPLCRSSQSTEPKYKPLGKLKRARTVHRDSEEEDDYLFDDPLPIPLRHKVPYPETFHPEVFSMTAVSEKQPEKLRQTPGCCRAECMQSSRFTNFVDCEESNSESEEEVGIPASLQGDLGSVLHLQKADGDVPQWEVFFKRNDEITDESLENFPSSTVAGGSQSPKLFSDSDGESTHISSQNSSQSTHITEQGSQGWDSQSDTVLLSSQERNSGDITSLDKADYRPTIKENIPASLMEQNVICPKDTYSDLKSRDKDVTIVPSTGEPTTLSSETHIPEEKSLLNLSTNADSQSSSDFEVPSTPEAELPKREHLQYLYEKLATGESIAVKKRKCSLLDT
* hit, by the source's call. Some of the compounds tested; rates above refer to the full screens.

SMILES	Artemis inh
C/C(N)=C(/C#N)C(=O)COC(=O)c1cc(C)n(-c2ccc(F)cc2)c1C	1
CCCCn1nc(C(=O)N[C@@H](CCSC)c2nc3ccccc3[nH]2)c2ccccc2c1=O	9
Cc1noc(C)c1COc1ccc(C(=O)OCC(=O)NC(=O)C2COc3ccccc3O2)cc1 (centres undefined)	-1
Cc1ccc(C(c2nnnn2C(C)(C)C)N(Cc2ccco2)Cc2cccs2)cc1 (centres undefined)	-6
COc1ccc(N2CCN(C(=O)C(CCSC)N=C3NS(=O)(=O)c4ccccc43)CC2)cc1 (centres undefined)	-1
COc1cccc(C(=O)O/N=C(\N)c2ccc([N+](=O)[O-])cc2)c1OC	-4
CC(=O)N(/N=C1\Sc2ccccc2C1=O)c1ccc(C)cc1C	10
Cn1cccc1C(=O)C(=O)Nc1ccc(Cl)cc1	-5
CCCOc1c(Cl)cc(/C=N/O)cc1OCC	-7
C=CCn1c(=O)c2c3c(sc2n2c(Nc4ccccc4)nnc12)CCCC3	18
CC1=CC(C)(C)N2C(=O)C3(C(C#N)=C(N)Oc4cc(C)oc(=O)c43)c3cccc1c32 (centres undefined)	4
CC(C)(C)OC(=O)N1CCC[C@H]1c1nnc(SCc2ccccc2F)o1	0
COc1ccc(OCCSc2nnc(-c3ccc(OC)cc3)n2N)cc1	-2
CCOC(=O)C(NCCCCl)c1ccccc1 (centres undefined)	-1
O=C(c1cc2ccccc2oc1=O)N(Cc1cccs1)C1CCS(=O)(=O)C1 (centres undefined)	-1
Cc1ccc2c(c1)[nH]c1c(=O)n(Cc3ccccn3)cnc12	-7
CCc1ccc(CSc2nccn2-c2ccccc2)cc1	9
COc1ccc(C(=O)Nc2nc(N)n(-c3ccccc3)n2)cc1OC	7
COc1ccccc1C(=O)Oc1cc(N)n(S(=O)(=O)c2ccc(C)cc2)n1	11
COc1ccc(-c2cc(=O)c3ccccc3n2C)cc1	-7
N#Cc1ccccc1Sc1ccccc1C(=O)Nc1ccccc1	-8
Cc1ccc(-c2cc3ccccc3nc2N2CCCC2)cc1	8
CCC(CC)c1nnc(NC(=O)CCN2C(=O)c3ccccc3C2=O)s1	-4
c1ccc2sc(SN3CCOCC3)nc2c1	6
COCCSc1ccccc1C(=O)Nc1ccc2c(c1)OCCO2	-11
Next structures:
SMILES	Artemis inh
CC1CCCN(C(=O)c2ccc(COc3ccccc3Br)cc2)C1 (centres undefined)	6
O=C1C2CC=C(Cl)CC2C(=O)N1CNc1ccccn1 (centres undefined)	-10
CCOc1ncccc1C(=O)N(C)CC1COc2ccccc2O1 (centres undefined)	-9
COc1ccc(C(=O)Nc2ccc(N3CCCC3)cc2)cc1	62*
CCOc1ccc(OCc2ccc(C(=O)O)o2)cc1	-4
CCC(C)NS(=O)(=O)c1ccc(-c2csnn2)s1 (centres undefined)	-5
Cc1cnc(NC(=O)CN2CCN(c3ccccc3F)CC2)s1	4
O=C(Nc1cc(C(F)(F)F)ccc1N1CCOCC1)c1ccc(Cl)nc1	6
O=C(NCc1cccnc1)c1cccc(NC(=O)c2ccco2)c1	-3
CCN(CC)CCN1C(=O)C(=O)/C(=C(/O)c2ccc(OC(C)C)cc2)C1c1ccncc1 (centres undefined)	-10
Cc1cccc(C)c1-n1c(SCC(=O)NCc2ccco2)nc2ccccc2c1=O	8
O=C(/C=C/c1cccs1)c1ccc(Br)cc1	3
COc1ccc(S(=O)(=O)N(C)CC(=O)N2CCCCCC2)cc1OC	-6
O=C1CCN2C=Nc3cccc4ccc1c2c34	-113
O=C(O)CSc1ncn[nH]1	-4
CCOC(=O)N1CCN(S(=O)(=O)c2c(C)cc(C)cc2C)CC1	-2
O=C(CN(Cc1ccc(F)cc1)S(=O)(=O)c1ccccc1)N1CCCCC1	8
O=C(c1ccccc1)c1ccc(OCCCCN2CCCCC2)cc1	-2
COc1ccc(Cl)cc1S(=O)(=O)N1CCN(C(=O)c2cc(OC)c(OC)c(OC)c2)CC1	8
COCCN(CC(=O)NCc1ccc2c(c1)OCO2)C(=O)CCC(=O)Nc1nccs1	4
O=C(/C=C/c1cc([N+](=O)[O-])ccc1OC(F)F)NCc1ccc(Cl)cc1	1
CC1=C(C#N)C(Nc2cccc(C)n2)(C(F)(F)F)C(=O)N1 (centres undefined)	5
Cc1c(-c2nc(N)nc(Nc3ccccc3)n2)oc2ccccc12	52*
CCOC(=O)CON1C(=O)C(C)(C)N(OCC(=O)OCC)C(=O)C1(C)C	-9
O=c1oc2cc(Br)ccc2n1CSC1=NCCS1	2
Later entries.
SMILES	Artemis inh
Cn1cc(C(=O)Nc2cccc(F)c2)cn1	-6
COC(=O)c1cn(C(=O)c2ccco2)c2ccccc12	-3
CCc1ccccc1NC(=O)CSc1nc2ccccc2n1CC(=O)N1CCCC1	-1
CC(C)n1c(SCC(=O)Nc2ccccc2)nc2c1c(=O)n(C)c(=O)n2C	-14
O=C(c1ccc(-c2cccc(C(F)(F)F)c2)o1)N1CCOCC1	-5
CC1Cc2ccccc2N1C(=O)C1CCCN(S(=O)(=O)c2cccc3nsnc23)C1 (centres undefined)	10
CCNc1sc(C(=O)c2cccs2)c(N)c1C#N	-6
COC(=O)c1ccccc1NC(=O)/C=C/c1cc(OC)c(OC)c(OC)c1	-4
COC(=O)c1ccc(CSc2nnc(CNC(=O)COc3ccc(Cl)cc3)o2)o1	-5
CCCC1S/C(=N/N=C/c2cccs2)NC1=O (centres undefined)	-7
Nc1nc(Nc2ccc(Cl)cc2)n[nH]1	-8
CCc1ccc(C(=O)CC2(O)C(=O)N(CN3CCOCC3)c3ccccc32)cc1 (centres undefined)	2
Cc1cccc(OCC(=O)O/N=C(\N)c2ccccn2)c1C	-1
O=C1Oc2ccccc2C2(O)C3CCCCCC3C12 (centres undefined)	7
CN(C)CC(O)COc1ccc(C(C)(C)c2ccc(OCC(O)CN(C)C)cc2)cc1 (centres undefined)	0
CC1CN(C(=O)c2ccc3c(c2)OCO3)CC(C)O1 (centres undefined)	0
CCCNC(=O)NC(=O)COC(=O)c1oc2ccc(OCC)cc2c1C	-8
CCCCOc1ccc(N(CC(=O)NC2CCCC2)C(=O)CCC(=O)Nc2ccccn2)cc1	-6
CCn1c(SCC(=O)c2ccc(O)c(O)c2)nnc1-c1ccccc1OC	30*
Cc1ccsc1/C=N/n1cnc2sc(C)c(C)c2c1=O	2
CCn1cc(/C=N\NC(=O)c2ccc3c(c2)c(C)c(C)n3Cc2ccccc2)c(C)n1	-4
CCCCn1c(=O)c(-[n+]2ccccc2)c([O-])c2ccccc21	9
CCCn1c(C)cc(/C=C(\C#N)C(=O)OCC(=O)NC(=O)NC(C)(C)C)c1C	-2
CCCCOCCCNC(=O)c1ccc(OCC)cc1	-2
COc1cc(C(=O)NCc2ccccn2)ccc1OCc1c(C)noc1C	4
(continued)
SMILES	Artemis inh
COc1ccccc1/C=C/C(=O)NCC(=O)N/N=C/c1cc(Br)ccc1OC	20
COc1ccc(CNC(=O)c2csc(Cc3ccccc3)n2)cc1	3
COC(=O)COc1nc(C)c(Br)c(OC)n1	-4
COCc1cc(Sc2c(Cl)cccc2Cl)nc(-c2ccccc2)n1	0
COC(=O)c1ccc(NC(=O)N2CCC(O)(c3cccnc3)CC2)cc1	-2
Cc1nc2ccc(NS(=O)(=O)c3c(C)c(C)cc(C)c3C)cc2s1	5
Cc1cc(OCCOc2cccc3cccnc23)c(C)cc1Cl	-8
O=C(CN(C1CC1)S(=O)(=O)c1ccc(S(=O)(=O)N2CCCCCC2)cc1)Nc1ccccc1	5
CCCNCc1cc(OCC)c(OCC(N)=O)cc1Br	-9
Cc1ccc(CS(=O)(=O)CCC(=O)NCc2ccccn2)cc1	4
COc1ccc(N2CCN(C(c3cccc(OC)c3OC)c3nnnn3C3CCCC3)CC2)cc1 (centres undefined)	8
CCOc1ccc(C(=O)Nc2ccc(N3CCCC3)cc2)cc1	27
CC(C)(C)OC(=O)N1CCC(C(=O)O)CC1	-2
CCOc1cc(/C=N\Nc2ccc([N+](=O)[O-])cc2)ccc1OCC(=O)Nc1ccc(C)c(C)c1	8
COC(=O)c1ccc(NC(=O)Nc2ccc(F)cc2)cc1	-3
CC(=O)Nc1ccc(S(=O)(=O)N(C2=NCC(C)S2)c2ccccc2)cc1 (centres undefined)	-2
Cc1cc(C(=O)N(C)C)sc1-c1ccccc1	6
c1ccc(CSCCc2ccncc2)cc1	3
CCc1c(C)nc2c(C#N)c(C)[nH]n2c1=O	-6
CCOC(=O)N1CCN(C(=O)c2ccc3c(=O)n(Cc4ccccc4)c(=S)[nH]c3c2)CC1	-1
CCOc1ccc(NC(=O)CN2CCN(CC(=O)Nc3ccc4c(c3)OCCO4)CC2)cc1	2
COc1ccc2[nH]c(=O)c(CN(CCCN3CCOCC3)C(=O)NCc3ccccc3)cc2c1	-2
CC1=NN(C(=O)c2c(Br)cnn2C)C(O)(C(F)(F)F)C1 (centres undefined)	-4
C=CCOC(=O)C1=C(C)NC(SC)=C(C#N)C1c1ccc(OCC)cc1 (centres undefined)	0
CSc1nc2nccc(-c3ccc(Oc4ccccc4)cc3)n2n1	14

Part of the list above, comma-delimited:
mol,Artemis inh
COC(=O)c1ccc(NC(=O)N2CCC(O)(c3cccnc3)CC2)cc1,-2
COCc1cc(Sc2c(Cl)cccc2Cl)nc(-c2ccccc2)n1,0

Other records:
SMILES	Artemis inh
COC(=O)C(C(=O)OC)C(C)C(C(=O)OC)C(=O)OC	-4
COC(=O)c1nn(-c2ccccc2)ccc1=O	0
O=C(Cn1c(-c2cncs2)nc2ccccc21)NCc1ccccc1	2
O=C(Nc1ncc2c(n1)CC(c1ccco1)CC2=O)c1ccc(Cl)cc1 (centres undefined)	6
CCOC(=O)N1CCN(S(=O)(=O)c2cc(Cl)ccc2Cl)CC1	-2
Cn1c(-c2ccc3ccccc3n2)nc2cnccc21	-5
COc1ccc(NC(=O)c2c(SC)nsc2SC)cc1	-9
COc1ccc(C(=O)OC(C)CN2CCN(C)CC2)cc1OC (centres undefined)	17
Cc1sc2nc(SCC(=O)NCc3ccco3)n(C)c(=O)c2c1C	2
COc1ccc(NC(=O)NC23CC4CC(CC(C4)C2)C3)cc1OC	-6
O=C(OCc1nnc(-c2ccc(Cl)cc2)o1)c1ccc(=O)n(Cc2ccccc2)n1	-3
O=c1cc(-c2ccccc2)nc(N2CCN(Cc3ccccc3)CC2)[nH]1	2
Cc1cc(C)nc(Nc2n[nH]c(-c3cccc4ccccc34)n2)n1	3
CN1CCN(c2oc(-c3ccco3)nc2S(=O)(=O)c2ccccc2)CC1	1
Cc1ccc(-c2nn(C)c(=O)c3ccccc23)cc1CNC(=O)CSc1nc2ccccc2o1	-6
C/C(=N\NC(=O)C(NC(=O)c1ccccc1)C(C)C)c1ccccc1 (centres undefined)	6
O=C(NCc1ccc2c(c1)OCO2)c1cccc(C(=O)NCc2ccc3c(c2)OCO3)c1	-5
Cc1ccc(NC2=CC(=O)OC(C)C2)cc1 (centres undefined)	-9
CCCOc1ccc(CCN2CCC(=O)NC2=O)cc1C	3
O=C(COc1cc(O)c2c(=O)cc(-c3ccccc3)oc2c1)c1ccccc1	19
Cc1ccc(S(=O)(=O)N2CCN(Cc3cccc(C)c3O)CC2)cc1	4
O=C(C1CCN(S(=O)(=O)c2cccc3nsnc23)CC1)N1CCN(c2ccccc2F)CC1	-4
CC(=O)N1CCN(C2=NC(=O)C(=C3CCCCC3)S2)CC1	4
Cc1ccsc1/C=C1\SC(N2CCOCC2)=NC1=O	-6
COc1cc(OC)cc(C(=O)NC(=S)Nc2cccnc2)c1	1
Going on with the list:
SMILES	Artemis inh
O=C(COC(=O)c1ccc(S(=O)(=O)N2CCCC2)cc1)NCc1ccccc1	2
CC(C)SCCCOc1ccc(C(C)(C)C)cc1	-2
CCCCCCn1c(SCC(=O)c2c(N)n(C)c(=O)n(C)c2=O)nc2ccccc21	-6
Cc1cc(NC(=O)CN2CCN(S(=O)(=O)c3ccc4ccccc4c3)CC2)no1	2
Cc1nc(C)c(C(=O)C2=C(O)C(=O)N(CCN(C)C)C2c2cccs2)s1 (centres undefined)	-6
NC(=O)c1ccccc1N/C=C/C(=O)c1cccs1	-7
CCCC1S/C(=N/N=C/c2ccc(OC)cc2)N(Cc2ccccc2)C1=O (centres undefined)	7
c1ccc(C(c2nnnn2C2CCCC2)N2CCN(c3ccccc3)CC2)cc1 (centres undefined)	7
Cc1ccc(-n2c(N)c(C#N)c(-c3ccc(Cl)cc3)c(C#N)c2=O)cc1	-5

Sorted by length of the SMILES (highest first): part of the list above.
SMILES	Artemis inh
CCOC(=O)N1CCN(C(=O)c2ccc3c(=O)n(Cc4ccccc4)c(=S)[nH]c3c2)CC1	-1
COc1ccc(Cl)cc1S(=O)(=O)N1CCN(C(=O)c2cc(OC)c(OC)c(OC)c2)CC1	8
COc1ccc(N2CCN(C(=O)C(CCSC)N=C3NS(=O)(=O)c4ccccc43)CC2)cc1 (centres undefined)	-1
CCCn1c(C)cc(/C=C(\C#N)C(=O)OCC(=O)NC(=O)NC(C)(C)C)c1C	-2
CC1Cc2ccccc2N1C(=O)C1CCCN(S(=O)(=O)c2cccc3nsnc23)C1 (centres undefined)	10
COCCN(CC(=O)NCc1ccc2c(c1)OCO2)C(=O)CCC(=O)Nc1nccs1	4
Cc1nc(C)c(C(=O)C2=C(O)C(=O)N(CCN(C)C)C2c2cccs2)s1 (centres undefined)	-6
CC(=O)Nc1ccc(S(=O)(=O)N(C2=NCC(C)S2)c2ccccc2)cc1 (centres undefined)	-2
O=C(c1cc2ccccc2oc1=O)N(Cc1cccs1)C1CCS(=O)(=O)C1 (centres undefined)	-1
C=CCOC(=O)C1=C(C)NC(SC)=C(C#N)C1c1ccc(OCC)cc1 (centres undefined)	0
Cc1nc2ccc(NS(=O)(=O)c3c(C)c(C)cc(C)c3C)cc2s1	5
CCn1c(SCC(=O)c2ccc(O)c(O)c2)nnc1-c1ccccc1OC	30*
COc1ccc(NC(=O)NC23CC4CC(CC(C4)C2)C3)cc1OC	-6
Cc1ccc(CS(=O)(=O)CCC(=O)NCc2ccccn2)cc1	4
COCCSc1ccccc1C(=O)Nc1ccc2c(c1)OCCO2	-11
Cc1ccsc1/C=C1\SC(N2CCOCC2)=NC1=O	-6
COc1ccc(NC(=O)c2c(SC)nsc2SC)cc1	-9
CCc1ccc(CSc2nccn2-c2ccccc2)cc1	9
Cc1cc(C(=O)N(C)C)sc1-c1ccccc1	6
COC(=O)COc1nc(C)c(Br)c(OC)n1	-4
